# Screening results: PubChem BioAssay, several laboratories
# HIF-2a block: HIF-2a inhibition. 786-0 RCC cells HIF-2a reporter, luciferase luminescence, overnight. inhibition, % at 18.8 µM. hit rate 0.72% among 360,000;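 active = inhibition of the luminescence signal of 40% or more relative to plate controls, in a single-dose primary screen at 18.75 µM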
# PDI turbidity: inhibitors of human protein disulfide isomerase | hit rate 0.052% among 350,000 | PDI insulin aggregation turbidity, A650, 90 min | inhibition, % at 10 µM;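 active = mean inhibition across replicates of 30% or more, whatever share of single replicates reach that level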;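 also: absorbance from insulin aggregation driven by PDI reduction with DTT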
# Target sequence (P07237 whole entry, looked up): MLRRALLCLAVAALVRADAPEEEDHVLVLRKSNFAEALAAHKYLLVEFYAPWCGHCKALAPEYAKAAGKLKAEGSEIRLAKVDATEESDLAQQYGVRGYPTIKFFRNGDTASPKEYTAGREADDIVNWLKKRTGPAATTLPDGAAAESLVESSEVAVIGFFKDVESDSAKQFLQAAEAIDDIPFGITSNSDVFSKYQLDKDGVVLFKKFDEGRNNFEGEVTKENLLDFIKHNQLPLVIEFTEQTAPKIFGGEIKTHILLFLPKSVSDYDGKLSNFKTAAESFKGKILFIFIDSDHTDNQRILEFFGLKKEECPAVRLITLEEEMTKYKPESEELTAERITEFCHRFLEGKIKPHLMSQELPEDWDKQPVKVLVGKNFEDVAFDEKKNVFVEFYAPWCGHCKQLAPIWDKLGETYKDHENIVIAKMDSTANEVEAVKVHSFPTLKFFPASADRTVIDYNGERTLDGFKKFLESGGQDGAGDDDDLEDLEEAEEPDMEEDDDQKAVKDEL
# Vif inh: inhibitors of HIV Vif; HEK293T cells, Vif self-association by quenched fluorescence, imaging, 24 h; inhibition, % at 7.49 µM; hit rate 0.35% among 340,000; in the data active = inhibition above about 50%, passing the limit was not always enough; also: some results filed as inactive read as strong as hits
# Shn3 inh set2: Schnurri-3 reporter inhibition in Clone20 osteoblasts; Clone20 osteoblast Shn3 3'UTR firefly luciferase, 24 h; inhibition, % at 12.5 µM; hit rate 0.52% among 360,000; AID 588674;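 active = mean inhibition of at least 75% with every replicate also reaching 75%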;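 also: 0% = median of neutral control wells and 100% = pilot-screen positive control compound; some compounds past the cut are filed as inactive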
# NR2E3 ag-1: agonists of human NR2E3 nuclear receptor; Q9Y5X4; CHO-S Gal4-NCOR/VP16-NR2E3 two-hybrid, luciferase; inhibition of corepressor binding, % at 3.98 µM; hit rate 0.35% among 360,000; AID 602229;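 active = inhibition above the mean of all tested compounds plus 3 SD, cut at about 70% in these data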;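 also: 0% = DMSO with NR2E3 transfected cells and 100% = cells lacking NR2E3 construct; higher means lower luciferase signal from less NR2E3 corepressor binding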
# Target sequence (Q9Y5X4 whole entry, looked up, the tested form may be a part): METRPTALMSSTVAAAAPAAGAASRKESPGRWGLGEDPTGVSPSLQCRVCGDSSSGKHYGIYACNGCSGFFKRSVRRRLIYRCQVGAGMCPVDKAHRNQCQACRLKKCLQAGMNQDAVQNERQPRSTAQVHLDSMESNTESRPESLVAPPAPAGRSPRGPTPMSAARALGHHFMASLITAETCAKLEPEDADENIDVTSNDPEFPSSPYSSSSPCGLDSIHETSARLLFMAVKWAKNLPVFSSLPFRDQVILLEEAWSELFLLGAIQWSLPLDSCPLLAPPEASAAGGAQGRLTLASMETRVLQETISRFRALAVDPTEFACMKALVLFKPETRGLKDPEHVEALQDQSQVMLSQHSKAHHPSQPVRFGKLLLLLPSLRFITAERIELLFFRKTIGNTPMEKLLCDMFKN
# KKLEB tox: CF airway cell cytotoxicity counter-screen. KKLEB CF airway cells viability, ATPlite luminescence, overnight; hits give low values; cells stimulated with P. aeruginosa culture filtrate. activity change (cytotoxicity), % at 5 µM. AID 602141. hit rate 0.36% among 360,000;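 active = corrected activity change at or below -50% at 5 µM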
# Peg3 prom inh: Peg3 promoter activity inhibition | inhibition, % at 20 µM | HeLa PEG-Prom luciferase reporter, luminescence, overnight | hit rate 1.7% among 360,000;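 active = inhibition of at least 50% at 20 µM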
# NR2E3 ag-2: agonists of human nuclear receptor NR2E3; GST-NR2E3/biotin-RetCOR TR-FRET, 1536-well; inhibition of corepressor binding, % at 4.78 µM; AID 2300; hit rate 0.12% among 320,000;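 active = percent inhibition above the cutoff of mean plus 3 SD of all tested compounds, set per screening campaign, cut at about 20% in these data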;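 also: 0% = DMSO wells and 100% = biotin wells as full block of FRET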
#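 System: GST-tagged NR2E3 plus biotinylated RetCOR corepressor; Buffer or medium: pH 7.5 Tris-based buffer; Probe or stimulus: RetCOR corepressor, biotinylated, 7 nM; Doses: compound at 4.8 µM, single dose; Schedule: 5 h incubation at 4 °C; Technique: time-resolved FRET; Evaluation: percent inhibition of TR-FRET ratio; Replication: one well per compound, singlicate testing.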
# CF NFkB inh: blocks PAF-induced NF-kB reporter in cystic fibrosis cells; hit rate 0.86% among 360,000; inhibition, % at 5 µM; KKLEB NF-kB-GFP reporter, GFP fluorescence overnight;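 active = at least 50% inhibition at 5 µM, scaled per plate between neutral and stimulator controls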;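 also: PAF is a Pseudomonas aeruginosa culture filtrate used as stimulus; plate controls were PAF-stimulated DMSO wells for no effect and unstimulated DMSO wells for full effect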
# TRPM1 prom inh: inhibitors of MITF-driven TRPM1 promoter in melanoma cells; inhibition, % at 12.5 µM; SK-MEL-5 TRPM1 promoter luciferase, 24 h; hit rate 0.83% among 330,000;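 active = mean inhibition across replicates of 60% or more, whatever share of single replicates reaches that level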; also: values of inactives mirror those of a sister screen read the other way
# CaV13 FRET inh: Disruptors of the CACNA1D IQ motif to Ca2+-dependent inactivation inhibitor domain association, primary screening, Förster resonance energy transfer in intact living …; inhibition, % at 12.3 µM; hit rate 0.098% among 340,000; HEK cells, CFP/YFP FRET ICDI-IQ, plate reader, 10 min; percent FRET-ratio fall versus neutral wells; AID 743397;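 active = mean replicate inhibition of at least 30% and at least 1% of replicates passing that level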;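 also: 0% = median of the neutral control wells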
# * marks the source's active call; other numbers are inactive results; nt = no result given.
# Start of the data: the first 2 entries, to show the layout:
molecule	HIF-2a block	PDI turbidity	Vif inh	Shn3 inh set2	NR2E3 ag-1	KKLEB tox	Peg3 prom inh	NR2E3 ag-2	CF NFkB inh	TRPM1 prom inh	CaV13 FRET inh
COc1ccc(OC)c2sc(NC(=O)CCS(=O)(=O)c3ccccc3)nc12	90*	nt	12	17	1	-55*	44	0	50	nt	-5
CCN(CC)C(=O)c1sc(NC(=O)c2ccco2)c(C#N)c1C	2	-8	0	0	-13	10	3	4	-13	-1	-5

# This part in full, from the start:
molecule	HIF-2a block	PDI turbidity	Vif inh	Shn3 inh set2	NR2E3 ag-1	KKLEB tox	Peg3 prom inh	NR2E3 ag-2	CF NFkB inh	TRPM1 prom inh	CaV13 FRET inh
COc1ccc(OC)c2sc(NC(=O)CCS(=O)(=O)c3ccccc3)nc12	90*	nt	12	17	1	-55*	44	0	50	nt	-5
CCN(CC)C(=O)c1sc(NC(=O)c2ccco2)c(C#N)c1C	2	-8	0	0	-13	10	3	4	-13	-1	-5
CS(=O)(=O)c1ccc2nc(NC(=O)c3cccs3)sc2c1	-25	5	-5	-21	-95	-27	-85	2	23	15	nt
COCCNc1nc2c(-c3cccc(C(F)(F)F)c3)nnn2c2ccccc12	4	-3	-7	-10	-39	-4	13	1	-15	19	-21
CCN(CC)S(=O)(=O)c1ccc2c(c1)nc(SCC(=O)N1CCOCC1)n2-c1ccccc1OC	17	5	7	10	-13	3	6	0	-22	4	-5
CCOc1ccc(-c2nc(N)ncc2-c2ccccc2)c(O)c1	12	17	-2	31	-3	-25	9	-2	27	-3	-5
Cn1c(=O)c2c(nc(N/N=C/c3cccnc3)n2Cc2ccc(F)cc2)n(C)c1=O	23	-3	-2	3	-3	7	12	1	6	5	-1
N#Cc1ccc(CSc2nnc(-c3cccnc3)o2)cc1	7	-3	-7	0	11	-2	2	3	0	9	-5
CC(C)CCNC(=O)c1ccc2nc[nH]c2c1	-51	-17	4	-9	-2	-4	-48	3	10	8	-5
Cc1ccc(-n2nc(C)c(NC(=O)CCl)c2C)cc1	-24	-5	-6	-46	-15	-10	28	-2	9	-9	-4
CCCCN1C=CC(=C2N=c3cccc([N+](=O)[O-])c3=N2)C=C1	-55	1	-6	6	-14	0	-61	-4	-10	-6	-6
Cc1c(CC(=O)N[C@@H](CCCNC(N)=O)C(=O)O)c(=O)oc2cc3oc4c(c3cc12)CCCC4	6	0	-6	1	-19	-19	12	1	-5	-12	-4
CCOC(=O)c1sc(C)c2c1NC1(CCCCC1)NC2=O	-5	-1	nt	-1	-9	-7	5	2	-12	15	-6
Cn1nc(C(C)(C)C)c([N+](=O)[O-])c1C(=O)Nc1ccccc1	3	8	4	-14	-27	-7	9	5	-9	-6	-2
COc1ccc(NC(=O)c2oc3ccccc3c2NC(=O)COc2ccccc2OC)c(OC)c1	-16	-4	21	22	-9	-54*	3	0	54*	8	-6
CCCOc1cccc(C(=O)NCCNC(=O)c2ccco2)c1	16	-8	-9	11	10	5	5	4	-6	6	-2
CCCC1=C(C(=O)OCC)C(c2cccs2)C(C#N)=C(N)O1 (configuration not stated)	0	4	3	6	-10	11	6	1	-3	-3	-6
O=C(COC(=O)c1sc2ccccc2c1Cl)NCC1CCCCC1	8	1	-2	-5	-13	9	59*	4	-16	2	-3
OC1(C#CCN2CCOCC2)CCCCC1	19	-14	-4	-3	21	7	5	4	2	3	-5
CSCCC(NC(=O)COc1ccccc1)C(=O)NCc1cccs1 (configuration not stated)	13	-11	5	9	-12	12	-3	0	-10	6	nt
CN(Cc1ccccc1)C(=O)CN1C(=O)NC2(CCCc3sccc32)C1=O (configuration not stated)	11	16	-12	6	-5	6	12	nt	-2	nt	-5
CCOC(=O)c1ccc(-n2c(-c3ccco3)nc3ccccc3c2=O)cc1	15	9	8	14	-17	4	4	-3	-13	12	nt
CCOC(=O)C1=C(COc2ccccc2)NC(=O)NC1c1ccc(Cl)cc1 (configuration not stated)	23	1	-5	3	6	-8	22	3	-8	-3	-13
CC(=O)Nc1c(O)nc(SCC(=O)N2CCN(c3ccc(F)cc3)CC2)[nH]c1=O	4	-3	1	-8	6	13	0	4	18	-1	nt
CN1C(=O)CC(c2ccccc2)CC1=O	7	2	-16	3	-8	0	3	3	23	2	-5

# Next section.
molecule	HIF-2a block	PDI turbidity	Vif inh	Shn3 inh set2	NR2E3 ag-1	KKLEB tox	Peg3 prom inh	NR2E3 ag-2	CF NFkB inh	TRPM1 prom inh	CaV13 FRET inh
CC(C)OC(=O)CSc1nc2cccnc2n1C1CCCCC1	16	3	11	-27	-1	-10	6	-1	9	9	-6
Cc1cc(C)c2c(C)c(C(=O)Nc3c(C)n(C)n(-c4ccccc4)c3=O)oc2c1	23	5	0	4	10	-17	23	-2	14	23	-5
COc1ccc(C(O)c2nc(-c3ccncc3)cs2)cc1 (configuration not stated)	11	-11	-3	60	63	13	7	nt	-23	nt	-6
COC(=O)C[n+]1cccc2ccccc21	11	4	17	15	-1	5	0	1	-10	18	-13
Cc1noc(C)c1C(=O)NCCCc1ccccc1	2	0	nt	0	11	-6	5	-1	13	7	-9
CC1CCCN(C(=O)CN2C(=O)NC(C)(c3ccc4ccccc4c3)C2=O)C1 (configuration not stated)	-1	-2	-6	9	-23	-9	-4	nt	15	-3	-4
CCCn1nnnc1NCc1cccn1C	-1	1	-9	14	-4	3	0	3	-22	1	-6
Cc1ccc(C)c(NC(=O)c2cnccn2)c1	-2	-1	6	-8	1	4	-5	0	7	11	-5
CCNS(=O)(=O)c1ccc(NC(=O)c2cc(C(F)(F)F)nn2C)cc1	16	6	-15	-9	-6	1	23	6	-4	4	nt
CC(c1nccs1)N(C)C(=O)c1cn(Cc2cccc3ccccc23)nn1 (configuration not stated)	-142	-3	-2	-56	-63	1	-170	-3	5	-45	-3
CC(C)Cc1nnc(NC(=O)CCN2C(=O)c3ccccc3C2=O)s1	7	-5	12	6	-1	3	5	1	-13	2	-7
NC(=O)NCc1ccc(Cl)cc1	-2	8	nt	-24	5	-3	0	2	12	8	-10
CC1CC(C)CN(S(=O)(=O)c2ccc(NN)nc2)C1 (configuration not stated)	25	-2	-3	-6	-7	-28	1	1	23	6	-4
CCOC(=O)c1nnn(-c2nonc2N)c1-c1cccs1	13	-1	21	6	7	-7	15	1	11	0	nt
Cc1nc(NC(=O)CSc2nnc3ccccn23)c(Cl)cc1Cl	-9	-19	5	17	-29	6	-2	0	3	2	nt
O=C1CC(c2ccccc2)C(=O)N1c1cccc(O)c1 (configuration not stated)	4	11	41	-2	-10	5	2	0	-8	-1	-5
O=C1N/C(=N\c2ccccn2)SC1Cc1ccc(Cl)cc1 (configuration not stated)	14	0	3	-7	2	-7	8	5	12	-9	8
O=C(C1CCN(S(=O)(=O)c2ccc(Br)s2)CC1)N1CCN(C2CCCCC2)CC1	13	13	3	38	-3	14	10	5	7	0	nt
COc1cccc(S(=O)(=O)N(C)C[C@H]2Oc3cc(Br)ccc3S(=O)(=O)N([C@@H](C)CO)C[C@H]2C)c1	3	3	nt	7	-44	-19	17	nt	11	nt	-3
CC(C)(C)NC(=O)NC(=O)COC(=O)CCCc1c[nH]c2ccccc12	8	0	0	-85	-20	-2	2	-2	11	20	-5
Cc1cc(-n2cnc3c(=O)[nH]cnc32)ccc1N	16	-2	-5	15	-38	6	2	5	-14	9	-5
Nc1cccc(-c2c[nH]c3ncc(-c4cccnc4)cc23)c1	-8	7	8	27	17	-6	5	nt	80*	16	nt
N#Cc1c(NC(=O)Cn2nc(C(F)(F)F)c3c2CCCC3)sc2c1CCC2	15	-5	3	1	-22	-9	15	-4	2	-3	-7
Cc1ccc2cc(C3CC(c4ccco4)=NN3C(=O)CCC(=O)O)c(Cl)nc2c1 (configuration not stated)	20	-2	2	-8	-9	-1	10	-1	6	-7	-14
Cc1ccccc1NC(=O)CCN1CCN(C)CC1	20	-2	6	-8	2	-4	10	nt	-8	17	0

# The listing continues:
molecule	HIF-2a block	PDI turbidity	Vif inh	Shn3 inh set2	NR2E3 ag-1	KKLEB tox	Peg3 prom inh	NR2E3 ag-2	CF NFkB inh	TRPM1 prom inh	CaV13 FRET inh
CN1C(C)(C)c2ccccc2OS1(=O)=O	9	3	-3	7	19	-14	-13	1	9	-7	-5
COC(=O)C(CSCc1ccccc1)NC(=O)CSc1nc(N)cc(=O)[nH]1 (configuration not stated)	14	3	nt	-5	-21	-1	15	3	13	-8	-6
CCC(C)(C(=O)NC1CCCCC1)N(C(=O)c1cnccn1)c1c(C)n(C)n(-c2ccccc2)c1=O (configuration not stated)	10	-4	2	-5	-13	5	9	0	-10	-7	-4
O=C(CN1CCOCC1)NCc1ccc(F)cc1	0	4	18	-11	-13	-4	-2	-1	19	2	-12
COc1ccc(/C=N/NC(=O)c2ccc(COc3cccc4cccnc34)cc2)cc1OC	-16	-9	2	7	-2	5	35	4	-8	-1	-7
CC(C)Cn1c(N)c(C(=O)COC(=O)c2ccc3ccccc3n2)c(=O)n(C)c1=O	8	18	0	38	13	-2	2	-2	-6	11	-3
COc1cccc(C(=O)N2CCN(C(=O)C3CC3)CC2)c1	7	-3	-5	-35	12	-10	5	nt	9	-4	-7
O=C(CSc1ccc(-c2ccccc2)nn1)NCC1CCCO1 (configuration not stated)	5	-3	5	-22	15	3	7	4	-8	1	-5
CC(c1ccco1)N(C(=O)c1ccc(Cl)c([N+](=O)[O-])c1)c1ccccn1 (configuration not stated)	-2	9	-9	8	-34	-7	12	6	1	6	-2
COC(=O)c1[nH]c2cccc(OC)c2c1NC(=O)CN1CCOCC1	10	9	-4	7	4	-4	-2	-4	5	0	nt
CN(c1ccccc1)c1ccc(/C=N/N2CCOCC2)cc1	-224	1	-14	-96	-42	-19	-224	2	-9	-145	-7
COc1cc(/C=N/NC(=O)C(=O)NCC2CCCO2)ccc1O (configuration not stated)	8	5	9	-19	3	2	-49	0	-12	-7	-4
CCOc1ccccc1N(C)S(=O)(=O)c1ccc2c(c1)CCN2C(=O)CCC(=O)O	14	1	nt	-32	-5	-3	-4	-1	0	15	-4
C=C(C)C(COc1c2occc2cc2ccc(=O)oc12)OC(C)(C)C(O)COc1c2occc2cc2ccc(=O)oc12 (configuration not stated)	2	nt	-6	5	5	-14	20	nt	1	nt	nt
O=c1c(-c2ccc(O)cc2)coc2c([C@@H]3O[C@H](CO)[C@@H](O)[C@H](O)[C@H]3O)c(O)ccc12	10	1	-2	-7	-5	8	1	-1	-17	-14	-9
O=C(N/N=C/c1coc2ccc(Cl)cc2c1=O)c1ccncc1	22	7	nt	0	-28	12	0	nt	45	-13	-8
CCOc1ccc(OCCN2C(=O)c3ccccc3C2=O)cc1	-254	-3	-10	-46	-119	-17	-242	-1	25	-73	nt
CCOc1ccccc1CN1CCCC(CNC(=O)Cc2ccc(OC)cc2)C1 (configuration not stated)	12	-37	0	10	5	5	14	2	-6	-7	-2
